Rab7 wt GTP bind: dog Rab7 wildtype GTP binding, inhibitors and activators; GST-Rab7 beads, fluorescent GTP binding, flow cytometry; actives lie on both sides; untreated = 100%, excess cold GTP = 0%; GTP binding activity (percent of control), % at 10 µM; 190,000 compounds, 0.055% hits;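 active = fluorescent GTP binding to Rab7 beads changed by at least 20 points from the 100% baseline, either direction, mostly lower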;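 note: median green fluorescence of bound Bodipy-FL-GTP per Rab7 bead population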
Cdc42 wt: modulators (inhibitors or activators) of GTP binding to human Cdc42 wildtype | AID 761 | percent activity (GTP binding), % at 10 µM | P60953 | GST-Cdc42 beads, Bodipy-GTP binding, flow cytometry; actives lie on both sides | 190,000 compounds, 0.2% hits;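 active = percent activity GTP binding at least 20 points away from the 100% baseline, either down as inhibitor or up as activator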;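 note: median bead fluorescence of bound Bodipy-FL-GTP at 100 nM; 0% = excess unlabeled GTP control and 100% = no compound control; below 100% means less GTP binding so inhibitor and above means activator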
Target sequence (P60953 whole entry, looked up): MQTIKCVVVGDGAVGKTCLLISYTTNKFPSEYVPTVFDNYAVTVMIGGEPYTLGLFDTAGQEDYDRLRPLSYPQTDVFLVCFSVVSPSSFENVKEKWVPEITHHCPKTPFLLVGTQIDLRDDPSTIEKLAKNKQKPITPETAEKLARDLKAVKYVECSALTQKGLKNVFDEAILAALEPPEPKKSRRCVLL
Mcl1 Bid PPI: Mcl-1/Bid interaction inhibition; Q07820; inhibition, % at 21.7 µM; TR-FRET Mcl-1/Bid-Dy647 peptide binding, 1536-well; 220,000 compounds, 0.97% hits; AID 1021;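 active = compounds that cut the binding signal by more than half at the single screening dose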;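 note: His-tagged Mcl-1 with europium anti-His antibody binding Bid BH3 peptide; 0% = Mcl-1 plus peptide wells and 100% = peptide-only wells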
Target sequence (Q07820 whole entry, looked up): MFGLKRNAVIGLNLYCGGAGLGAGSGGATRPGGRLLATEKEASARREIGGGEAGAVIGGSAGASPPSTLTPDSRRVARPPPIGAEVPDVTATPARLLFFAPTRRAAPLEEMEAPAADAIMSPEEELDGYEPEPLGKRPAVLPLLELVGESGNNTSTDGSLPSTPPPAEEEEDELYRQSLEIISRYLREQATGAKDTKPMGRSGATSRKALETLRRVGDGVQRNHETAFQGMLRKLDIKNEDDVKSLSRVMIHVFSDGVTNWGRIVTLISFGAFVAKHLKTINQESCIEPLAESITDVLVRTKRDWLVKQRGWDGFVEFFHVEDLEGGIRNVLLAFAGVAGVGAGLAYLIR
Mcl1-Noxa inh: Mcl-1/Noxa interaction inhibition; Q07820; TR-FRET Mcl-1/Noxa peptide binding, 2 h; inhibition, % at 21.7 µM; 220,000 compounds, 1.5% hits; AID 1022;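 active = compounds that cut the protein-peptide binding signal by more than 50% relative to plate controls in a single-dose test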;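 note: His-tagged Mcl-1 with rhodamine Noxa BH3 peptide and terbium anti-His antibody; 0% = Mcl-1 plus Noxa peptide wells and 100% = peptide-only wells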
Rab2A wt mod: changes GTP binding to wildtype dog Rab2A, up or down; P61105; GST-Rab2 wt beads, Bodipy-GTP binding, flow cytometry; GTP binding activity, % at 10 µM; 190,000 compounds, 0.19% hits;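 active = GTP binding activity at least 20 points away from 100%, either lowered or raised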;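 note: 0% = beads with excess unlabeled GTP and 100% = no-compound control corrected for plate trend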
HRas wt GTP: changes GTP binding to wildtype human HRas | P01112 | GST-Ras wt beads, Bodipy-FL-GTP binding, flow cytometry; actives lie on both sides | GTP binding activity, % at 10 µM | 190,000 compounds, 0.14% hits;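 active = GTP binding activity at least 20% away from the 100% baseline, either lowered as inhibitor or raised as activator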;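 note: 0% = unlabeled GTP competition control and 100% = no-compound control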
Target sequence (P01112 whole entry, looked up): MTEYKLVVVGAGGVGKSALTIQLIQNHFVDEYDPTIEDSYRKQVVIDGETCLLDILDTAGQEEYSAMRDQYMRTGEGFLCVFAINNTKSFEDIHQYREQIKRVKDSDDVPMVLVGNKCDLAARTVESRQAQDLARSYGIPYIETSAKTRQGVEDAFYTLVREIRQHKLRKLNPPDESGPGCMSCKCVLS
Pf gamet viab: P. falciparum stage V gametocyte viability inhibition. AID 743093. 150,000 compounds, 0.065% hits. inhibition, % at 10.9 µM. P. falciparum stage V gametocytes, ATP luminescence, 24 h;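 active = inhibition above the mean plus 3 SD of compounds within the control limits, set per campaign, cut at about 38% in these data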;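 note: 0% = DMSO wells and 100% = medium only without gametocytes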
Rac1 act GTP bind: alters GTP binding to activated mutant human Rac1. GST-Rac1 activated beads, fluorescent GTP binding, flow cytometry; actives lie on both sides; 100% means binding = to untreated wells. percent activity (GTP binding), % at 10 µM. 190,000 compounds, 0.11% hits;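 active = GTP binding at least 20 percentage points away from the 100% baseline, in either direction, so actives lie on both sides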
RGS8-Gao: human RGS8-Galphao interaction regulation. AID 1423. P09471. multiplexed bead flow cytometry, RGS8-Galphao binding; actives lie on both sides. 220,000 compounds, 0.34% hits. response (percent of control binding), % at 10 µM; in the data active = response below about 60% or above about 140%; inactive = in between;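 note: Galphao activated as the GDP aluminium fluoride complex binding bead-coupled RGS8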
Target sequence (P09471 whole entry, looked up): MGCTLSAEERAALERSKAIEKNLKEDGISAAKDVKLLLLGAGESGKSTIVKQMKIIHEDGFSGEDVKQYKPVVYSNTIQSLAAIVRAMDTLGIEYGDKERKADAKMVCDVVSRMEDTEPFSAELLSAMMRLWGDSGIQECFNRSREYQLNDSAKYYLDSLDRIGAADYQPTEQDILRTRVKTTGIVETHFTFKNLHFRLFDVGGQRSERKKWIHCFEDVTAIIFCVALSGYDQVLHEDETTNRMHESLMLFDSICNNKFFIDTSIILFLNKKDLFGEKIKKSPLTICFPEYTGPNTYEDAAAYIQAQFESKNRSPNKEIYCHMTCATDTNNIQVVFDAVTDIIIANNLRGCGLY
Mcl-1 Bim block: inhibitors of Bim-Mcl-1 interaction, human | Bead-based flow cytometry, Bim peptide-Mcl-1 binding | inhibition, % at 10 µM | 190,000 compounds, 0.1% hits | AID 1009; in the data active = inhibition above about 40%;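 note: 0% = no compound tracer wells and 100% = peptide blocker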
Rac1 wt GTP bind: modulators of human Rac1 wildtype GTP binding. P63000. GST-Rac1 beads, fluorescent GTP binding, flow cytometry; actives lie on both sides; 0 = cold GTP competed, 100 = untreated. GTP binding activity (% of control), % at 10 µM. 190,000 compounds, 0.27% hits. AID 757;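 active = GTP binding activity at least 20 points away from the 100% control level, either lower or higher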
Starred values were filed as active, the others as inactive; . = no result given.

SMILES	Rab7 wt GTP bind	Cdc42 wt	Mcl1 Bid PPI	Mcl1-Noxa inh	Rab2A wt mod	HRas wt GTP	Pf gamet viab	Rac1 act GTP bind	RGS8-Gao	Mcl-1 Bim block	Rac1 wt GTP bind
CC(=O)NCC(=O)N(C)C(C(=O)Nc1ccc(C(C)C)cc1)c1ccccc1 (stereo unspecified)	97	98	-31	-12	98	100	.	97	95	0	106
CCOC(=O)CSc1n[nH]c(NC(=O)CC)n1	96	99	11	13	96	98	3	95	97	-7	100
CCCc1[nH][nH]c(=O)c1C(c1ccccc1)C(C#N)C#N (stereo unspecified)	98	96	-27	15	97	98	-30	93	94	-3	96
CCCCCn1c(CN2CCN(CCO)CC2)nc2c1c(=O)n(C)c(=O)n2C	100	101	-7	14	101	102	.	101	96	0	105
Cc1onc(-c2ccccc2)c1C(=O)Nc1sc2c(c1C(N)=O)CCC2	96	94	-5	43	95	97	19	94	104	-2	95
O=C(CSc1nc2ccccc2c(=O)n1Cc1ccc(C(=O)NC2CC2)cc1)NCc1ccco1	99	101	0	7	100	100	3	98	100	0	103
O=C(NCCCO)/C(=C\C=C\c1ccccc1)NC(=O)c1ccccc1Cl	98	103	-9	1	101	103	.	105	99	-5	102
CCc1nnc(NC(=O)C(C)N2C(=O)C3C4C=CC(C4)C3C2=O)s1 (stereo unspecified)	101	101	0	-10	100	100	.	97	101	0	97
COc1ccc(CCNC(=O)C2CCCN2C(=O)Nc2cccc(C(C)=O)c2)cc1OC (stereo unspecified)	98	103	-68	-4	103	102	.	101	98	0	101
CN(C)CCCN(C(=O)COc1ccc(Cl)cc1)c1nc2ccc(F)cc2s1	94	96	-20	7	94	94	-28	95	108	-2	93

Reprinted from the part before: 2 compounds, followed by the next part.
SMILES	Rab7 wt GTP bind	Cdc42 wt	Mcl1 Bid PPI	Mcl1-Noxa inh	Rab2A wt mod	HRas wt GTP	Pf gamet viab	Rac1 act GTP bind	RGS8-Gao	Mcl-1 Bim block	Rac1 wt GTP bind
COc1ccc(CCNC(=O)C2CCCN2C(=O)Nc2cccc(C(C)=O)c2)cc1OC (stereo unspecified)	98	103	-68	-4	103	102	.	101	98	0	101
CN(C)CCCN(C(=O)COc1ccc(Cl)cc1)c1nc2ccc(F)cc2s1	94	96	-20	7	94	94	-28	95	108	-2	93
CC(=O)N1CCc2cc(S(=O)(=O)N3c4ccccc4CC3C)ccc21 (stereo unspecified)	97	97	-31	.	95	97	-5	94	97	-8	94
COc1cc2c(cc1NC(=O)CSc1nc3cc(Cl)ccc3s1)oc1ccccc12	97	97	-34	7	101	100	-26	102	93	30	101
Cc1cccc(Oc2ccc(C(=O)NC3CCSC3=O)cn2)c1C (stereo unspecified)	93	96	-5	5	94	96	2	94	102	0	93
CN(C)CCCn1c(SCC(=O)N2CC(=O)Nc3ccccc32)nc2ccccc2c1=O	90	94	-33	14	93	96	-6	96	102	-3	95
COc1ccc(CCNC(=O)C2CCN(c3nn4c(=O)cc(C)nc4s3)CC2)cc1OC	101	105	-26	2	102	103	.	98	97	0	101
O=C(COc1ccc(Br)cc1CO)Nc1ccc(F)cc1	100	101	-24	-3	99	101	.	100	101	-2	103
O=C(COC(=O)C1CCN(S(=O)(=O)c2cccs2)CC1)c1ccccc1	104	96	-24	7	96	96	-19	95	100	-3	101
Cc1ccc(-c2noc(-c3ccccc3C(=O)N3CCCC3)n2)cc1	97	97	-14	6	96	97	21	94	104	1	98
COc1ccc(-n2c(C)nc(=O)c(-c3ccccc3)c2C)cc1	100	104	-6	-12	100	103	.	99	104	-3	104
CSc1nc2ccc(S(=O)(=O)N3CCOCC3)cc2s1	99	99	-5	-4	97	99	-18	99	102	0	101
O=C(CC1NC(=O)NC1=O)Nc1ccccc1 (stereo unspecified)	100	100	-13	-13	99	100	-10	98	102	3	103
O=C1CN(C(=O)CCN2CCOCC2)C(c2ccccc2)c2cc(Br)ccc2N1 (stereo unspecified)	103	101	-25	15	99	102	.	99	104	44*	102
CCOC(=O)N1CCN(c2ccc([N+](=O)[O-])cc2F)CC1C (stereo unspecified)	103	97	-10	21	95	96	2	98	107	0	101
O=C(Nc1ncn[nH]1)c1cccc(S(=O)(=O)N2CCOCC2)c1	95	93	-10	-5	94	97	6	93	116	0	95
O=C(Cc1noc2ccccc12)Nc1ccc(Cl)cc1	98	99	3	2	99	100	8	98	103	-4	103
CCCS/C(N)=N/N=C/c1ccccc1O	102	99	-38	21	101	100	.	98	101	-8	101
Clc1cc(NCc2cccs2)ccc1N1CCOCC1	90	92	-37	.	88	91	18	88	93	-6	88
CC#CCNCc1ccccc1	98	106	-20	-5	106	106	.	101	98	0	108
Cc1oc2ccc(Br)cc2c(=O)c1-c1nn[nH]n1	93	95	37	-15	93	94	.	92	103	0	94
Cc1ccc(-n2c(-c3ccccc3)c[nH]c2=S)cc1	95	96	-118	10	96	96	11	94	109	-6	95
Cc1cc(C)cc(C(=O)NCC(=O)OCC(=O)NCc2ccco2)c1	92	92	-13	7	96	95	-5	95	95	-3	97
CCOC(=O)CSc1nc(-c2ccccc2)ns1	102	94	-5	6	96	98	-14	95	98	-29	99
CCN=C(NCC)SC1CC(=O)N(c2cccc(OC)c2)C1=O (stereo unspecified)	96	98	-7	10	96	99	.	96	103	-1	98
COc1cc2c(cc1OC)C1=C(C#N)CN(CC(=O)O)CN1CC2	97	98	-20	32	97	97	.	99	106	1	100
COc1ccc(CN(C(=O)CO/N=C/c2ccccc2)c2ccccc2C(=O)O)cc1	94	87	-1	15	87	90	0	87	103	-1	87
C=CCSc1nnc(NC(=O)CSc2nnc(C)s2)s1	101	99	-31	32	101	100	15	99	97	-3	104
Fc1cccc(Cl)c1-c1nnc2ccc(N3CCOCC3)nn12	103	103	-25	-1	104	105	5	101	98	0	108
O=C(NCC1CC1)C1CCCN(S(=O)(=O)c2ccc(-n3cnnn3)cc2)C1 (stereo unspecified)	98	100	-8	-6	100	99	14	100	101	-2	102
CCOC(=O)C1=C(CSc2nnnn2C)N(C)C(=O)NC1c1ccccc1 (stereo unspecified)	100	104	8	-5	101	104	8	100	105	-3	107
Cc1cccc(N(CC(=O)N2CCOCC2)S(C)(=O)=O)c1	94	97	-3	9	93	95	.	94	99	0	94
CC(=O)Nc1ccc(O)c(-c2nc3ccccc3s2)c1	105	96	-75	-193	98	97	9	96	96	-1	96
CCSc1nnc([C@@H]2CCCN2C(=O)OC(C)(C)C)o1	98	96	-32	10	95	96	3	95	101	2	96
CCS(=O)(=O)c1ccc2oc(Nc3cccc(OC)c3)nc2c1	92	98	-32	21	94	97	0	95	97	0	94
CSc1ccc(Cl)c(C(=O)OCC(=O)Nc2ccccc2OC(F)F)c1	100	101	-18	11	97	100	-3	98	100	-3	103
CCOC(=O)C(=O)/C(C#N)=C/Nc1ccccc1	96	96	-45	9	95	99	21	94	101	0	94
Cc1cc(Cl)c(S(=O)(=O)N/N=C/c2ccc3c(c2)OCO3)c(Cl)c1	96	90	-6	11	89	91	17	89	98	-1	89
O=C(NCc1cccnc1)c1ccc(Cl)c(Cl)c1	101	99	-4	20	102	100	-22	99	102	-2	105
CCN1CCN(CCNC(=O)c2ccc(/C=C3\Sc4ccccc4N(Cc4ccccc4F)C3=O)cc2)CC1	106	95	-9	18	99	100	-9	95	100	-2	102
C=CCN1C(=O)/C(=C/c2ccc(O)cc2)S/C1=N/c1nccs1	104	100	-60	14	100	104	.	100	103	-1	101
CCOC(=O)Cn1c(=O)oc2cc(S(=O)(=O)Nc3ccc(N(CC)CC)cc3C)ccc21	103	99	-12	54*	101	99	.	98	119	-2	102
CC(C)Oc1ccc(C2c3c(oc4ccccc4c3=O)C(=O)N2CCCN2CCOCC2)cc1 (stereo unspecified)	97	99	-1	4	100	101	-20	98	103	-1	101
CCOc1ccc(C2CC(c3cccc(Cl)c3)n3nc(N)nc3N2)cc1 (stereo unspecified)	101	102	-14	3	102	102	.	103	104	0	105
COc1ccccc1C(=O)CSc1n[nH]c(N)n1	104	104	-4	12	102	102	18	99	101	-1	107
CCN(CC)c1ccc(C2N(C(=O)N3CCOCC3)CCN2S(=O)(=O)c2ccc(C)cc2)cc1 (stereo unspecified)	101	101	-88	35	103	103	.	97	101	0	103
COc1ccc(NC(=O)CC2C(=O)N(c3cccc(OC)c3)C(=O)N2C(C)C)cc1 (stereo unspecified)	107	100	-11	7	96	97	.	95	99	-3	99
O=C1NN(c2ccccc2)C(=O)C2C3C=CC(C4CC34)C12 (stereo unspecified)	98	100	-12	-15	99	98	-3	98	98	-1	100
O=C(CSc1nnnn1-c1cccc2ccccc12)NC(C(=O)O)(c1ccccc1)c1ccccc1	102	92	-11	18	94	92	23	86	99	-2	91
Cc1cccc(-c2nnn(C/C(N)=N/O)n2)c1	105	98	3	6	99	96	7	95	100	-2	101
COC(=O)c1ccccc1NC(=O)CSc1nnc(C(C)NC(=O)c2ccc(Cl)cc2Cl)n1C (stereo unspecified)	99	101	-46	1	102	101	10	101	103	-6	104
O=C(Nc1ccc(Br)cc1)C1CCCN1S(=O)(=O)c1cccs1 (stereo unspecified)	104	100	8	14	100	100	0	95	102	2	100

(next part)
SMILES	Rab7 wt GTP bind	Cdc42 wt	Mcl1 Bid PPI	Mcl1-Noxa inh	Rab2A wt mod	HRas wt GTP	Pf gamet viab	Rac1 act GTP bind	RGS8-Gao	Mcl-1 Bim block	Rac1 wt GTP bind
CCCn1nnnc1NCc1cc(Br)ccc1OC	100	95	-5	13	96	97	19	97	98	-1	98
N#C/C(=C/c1ccc(Cl)cc1)NC(=O)c1ccccc1	104	102	22	2	103	103	.	99	103	0	105
O=C(NN1C(=O)C2C3C=CC(C3)C2C1=O)c1ccncc1 (stereo unspecified)	100	100	-56	5	97	99	.	97	100	-1	100
COc1ccc(-c2cc(-c3ccc(C)cc3)nc(SCc3nnc(-c4ccccc4)o3)c2C#N)cc1OC	101	104	-48	-33	100	102	5	102	103	0	108
CCOC(=O)C1CCCN(Cc2nc(N)nc(Nc3ccc(OC)cc3)n2)C1 (stereo unspecified)	100	104	-40	45	100	102	-31	101	103	-4	104
CCCS(=O)(=O)N1CCCC(C(=O)NCCCOC(C)C)C1 (stereo unspecified)	97	101	-22	0	99	101	.	97	97	0	99
CCN(CC)S(=O)(=O)c1ccc(NC(=O)COc2nc3ccccc3nc2N2CCOCC2)cc1	102	101	-2	-43	100	101	6	98	106	0	102
CCn1ccnc1CN1CCc2c([nH]c3ccccc23)C1C(C)(C)C (stereo unspecified)	103	99	-14	0	102	101	.	95	101	1	103
CCC(C)(C)NCC(=O)Nc1ccc(OC(F)(F)F)cc1	101	102	1	5	101	103	.	101	104	-1	103
COc1ccc(/C=C/C(=O)Oc2ccc(/C=N\NC(=O)c3ccc(F)cc3)cc2)cc1	99	100	5	-10	98	97	-14	98	97	-5	101
Cc1ccc(-n2cccn2)c([C@@H]2C[C@H]3CN(C)C(=O)[C@]34CCCN24)c1	96	97	-12	12	95	99	-5	99	102	-2	103

Screens deposited in PubChem by several laboratories.
